# Source: PubChem
# GALK inh – galactokinase (human) inhibition; P51570; Purified GALK, Kinase-Glo residual ATP luminescence; Potency, µM (titrated, usually from 57.5 µM), without a hit: at the top dose activity change, negative = inhibition, actives largely listed as inhibitors; actives 0.007% (n = 270,000); AID 1868; also: potency is read from the fitted curve at half-maximal effect; % is scaled to controls: 0 for no effect and ±100 for the full control effect
# Target sequence (P51570 whole entry, looked up): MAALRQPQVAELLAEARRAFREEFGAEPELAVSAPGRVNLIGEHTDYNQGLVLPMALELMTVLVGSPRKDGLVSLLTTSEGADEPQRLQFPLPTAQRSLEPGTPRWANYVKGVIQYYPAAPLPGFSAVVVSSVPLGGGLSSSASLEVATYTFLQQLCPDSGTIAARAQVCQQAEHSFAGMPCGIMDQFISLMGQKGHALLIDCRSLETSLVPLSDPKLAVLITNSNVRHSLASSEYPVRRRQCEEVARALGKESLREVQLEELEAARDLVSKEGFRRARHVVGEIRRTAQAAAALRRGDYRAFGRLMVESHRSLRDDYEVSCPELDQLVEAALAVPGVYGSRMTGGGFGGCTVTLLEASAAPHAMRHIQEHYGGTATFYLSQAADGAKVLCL
#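 5 nM enzyme, 35 uM ATP, 100 uM galactose, 20 mM HEPES pH8.0, 5 mM MgCl2; 1 h RT; residual ATP by Kinase-Glo Plus luminescence, qHTS format.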
# Menin MLL FP TR – displaces Texas Red mutant MLL peptide from human menin; Menin + Texas Red MLL mutant peptide, fluorescence polarization; O00255; AID 1768; actives 0.23% (n = 270,000); Potency, µM (titrated, usually from 61.6 µM), for the others: top-dose FP activity change, negative = inhibition, hits mostly inhibitors; active = well fitted inhibition curve with a large enough effect in the polarisation, with a control signal flat, not every such curve was filed as active; inconclusive = small, poorly fitted or top-dose-only effect, or effect the other way, or a change in a side signal; inactive = no such curve, though single readings can be large or run the other way; the % refers to the polarisation; also: potency is read from the fitted curve at half-maximal effect; % of control where 0% means no effect; many of its hits are not listed in these tables
# FBPA coupling cs – inhibits coupling enzyme system, counter-screen for aldolase hits; coupling enzyme system counterscreen, AmpLite Red fluorescence; activity change, negative = inhibition, % at 58.2 µM, hits read low; actives 0.67% (n = 290,000); AID 2472; in the data active = activity change below about -30%; also: % is scaled to controls: 0 for no effect and ±100 for the full control effect
#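 Counterscreen lacking aldolase: glyceraldehyde-3-phosphate coupling-enzyme reagent preincubated 10 min at RT with compound (at 57.5 uM final), then substrate/coupling system with AmpLite Red added; fluorescence read at 525/598 nm after 20 min RT.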
# CXXC DNA block – MLL CXXC-DNA interaction inhibition. AID 2662. Q03164. Potency, µM (doses to about 115 µM), without a hit: at the top dose activity change, negative = inhibition, hits mostly inhibitors. MLL-CXXC / FITC-HOXA9 DNA fluorescence polarization. actives 0.037% (n = 290,000); active = well fitted inhibition curve with a large enough effect in the polarisation, with a control signal flat, not every such curve was filed as active; inconclusive = small, poorly fitted or top-dose-only effect, or effect the other way, or a change in a side signal; inactive = no such curve, though single readings can be large or run the other way; the % refers to the polarisation; also: potency is read from the fitted curve at half-maximal effect
#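 Purified MLL-CXXC (added from a 7 uM solution) was preincubated 5 min at ambient with pinned compounds in 50 mM Tris-HCl pH 7.5, 50 mM NaCl, 1 mM DTT, 0.05% BSA. Fluorescein-labeled HOX-A9 DNA (50 nM solution) followed, 30 min, then polarization read.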
# TRPV1 ag – human TRPV1 agonism; TRPV1-expressing cells, Fluo-8 calcium influx, agonist mode; activation, % at 8.33 µM; actives 0.19% (n = 320,000); AID 540275; in the data active = activation above about 80%; inconclusive = between about 30% and that limit; also: 0% is about no effect
#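 TRPV1-expressing cells were cultured overnight at 35.5C and loaded with Fluo-8 calcium dye for 40 to 90 min at room temperature. After a 10 s baseline, compound was added and calcium influx was read kinetically for 3 min (ex 480/em 520 nm).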
# KCNH2 3.1 block – blocks the human KCNH2 3.1 channel isoform; actives 0.95% (n = 340,000); AID 720553; activity change, % (tested at about 1.8 µM); U2OS KCNH2 3.1, thallium flux FluxOr; stronger effect = lower value;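 active = maximum activity change below -70%; inconclusive = maximum activity change from -70% to -50%; inactive = maximum activity change above -50%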;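 also: thallium influx rate constant from kinetic fluorescence after stimulation buffer; % is scaled to controls: 0 for no effect and ±100 for the full control effect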
#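 Channel expression came from 3.1 mutant virus (1.77 x 10^8 /mL) applied to suspended U2OS cells for 4 h. Flux was tracked with FluxOr dye plus Red40 quencher, and kinetic rate constants normalized to controls.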
# B2AR arrestin – agonists driving beta-arrestin recruitment to human beta2-adrenergic receptor | P07550 | AID 492947 | beta-arrestin recruitment to beta2AR, cell-based reporter | actives 0.02% (n = 330,000) | Potency, µM (top dose mostly 46.1 µM), without a hit: at the highest dose activation, actives largely listed as activators;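 also: potency is read from the fitted curve at half-maximal effect; 0% = DMSO controls and full agonism = EC100 isoproterenol or metaproterenol; nearly all actives have a fitted effect of over 65% in size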
# USP2a block – USP2a (human) protease inhibition; actives 0.01% (n = 330,000); O75604; USP2 core, Ub-CHOP2 coupled fluorogenic reporter, 485/531; Potency, µM (series often up to 38.3 µM), without a hit: at the top dose activity change, negative = inhibition, hits mostly inhibitors;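 also: potency is read from the fitted curve at half-maximal effect; plate controls were DMSO wells for no effect and full inhibition by NEM control for full effect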
# Target sequence (O75604 whole entry, looked up): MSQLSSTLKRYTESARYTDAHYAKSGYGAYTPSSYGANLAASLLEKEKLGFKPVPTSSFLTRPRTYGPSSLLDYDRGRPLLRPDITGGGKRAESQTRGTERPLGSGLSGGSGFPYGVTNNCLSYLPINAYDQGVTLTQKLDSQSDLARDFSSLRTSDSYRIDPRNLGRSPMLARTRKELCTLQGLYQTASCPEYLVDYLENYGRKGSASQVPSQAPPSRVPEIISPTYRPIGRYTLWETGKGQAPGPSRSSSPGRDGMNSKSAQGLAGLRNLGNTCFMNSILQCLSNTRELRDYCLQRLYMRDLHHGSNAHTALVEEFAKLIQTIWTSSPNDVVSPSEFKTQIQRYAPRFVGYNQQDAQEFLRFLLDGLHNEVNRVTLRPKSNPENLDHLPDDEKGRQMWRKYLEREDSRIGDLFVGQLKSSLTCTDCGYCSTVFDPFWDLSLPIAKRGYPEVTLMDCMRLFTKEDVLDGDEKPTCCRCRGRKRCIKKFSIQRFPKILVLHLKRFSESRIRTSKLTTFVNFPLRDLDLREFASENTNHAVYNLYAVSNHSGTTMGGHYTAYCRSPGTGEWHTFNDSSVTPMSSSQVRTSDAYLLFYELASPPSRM
#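 Cell-free coupled assay: 10nM USP2 core preincubated 30min RT with compound in Tris-HCl pH 8.0/CaCl2/CHAPS buffer, then 25nM Ub-CHOP2 and 25nM reporter substrate; fluorescence (Ex 485/Em 531) read after 60min RT, normalized to NEM inhibition, concentration-response curves fitted.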
# Giardia kill – Giardia lamblia killing; Giardia lamblia trophozoite viability; activity change, % at 7.66 µM, hits read low; actives 0.15% (n = 340,000); in the data active = activity change below about -80%; inconclusive = between about -30% and that limit;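 also: parasites exposed to compound for two days anaerobically before the ATP read; % is scaled to controls: 0 for no effect and ±100 for the full control effect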
#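 Each well holds 100 Giardia trophozoites and compound. After two days (48 hrs) at 37 deg C in anaerobic conditions, ATP is quantified by luminescence.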
# PKM2 act – increases activity of human pyruvate kinase M2. actives 0.34% (n = 260,000). Potency, µM (titrated, usually from 57.5 µM), without a hit: at the top dose activation, hits mostly activators. P14618. purified PKM2, Kinase-Glo ATP luminescence, activation; response scale: 0% is enzyme alone, no compound; also: potency is read from the fitted curve at half-maximal effect; % is scaled to controls: 0 for no effect and ±100 for the full control effect; nearly all actives have a fitted effect of over 55% in size
#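 Purified hPK-M2 (>95%) run at intermediate activity with 0.1 mM ADP and 0.5 mM PEP in 50 mM imidazole pH 7.2, KCl, MgCl2; 1 h room temperature. ATP formed read by Kinase-Glo luminescence; normalized to uninhibited and no-enzyme controls.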
# hERG WT inh – inhibitors of human wildtype KCNH2 potassium channel. activity change, % at 1.84 µM. actives 0.37% (n = 340,000). AID 720551. U2OS, BacMam KCNH2, thallium flux FluxOr; stronger effect = lower value;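 active = maximum activity change below -70%; inconclusive = maximum activity change between -70% and -50%; inactive = maximum activity change above -50%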; also: % is scaled to controls: 0 for no effect and ±100 for the full control effect
#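 U2OS cells were transduced with wild-type KCNH2 virus (2.03 x 10^8 / mL) for 4 h at room temperature, then cultured overnight at 37 C. Thallium flux was read with FluxOr dye. Rate constants were normalized to DMSO controls.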
# * marks the source's active call; other numbers are inactive results; i = inactive; ? = inconclusive; . = not tested or not shown; [ ] = remark or other dose. Unless noted, calls follow the shape of the dose curve; as a rule, active = well fitted curve in the direction sought with a large enough effect; inconclusive = small, poorly fitted or top-dose-only effect, or another doubt; inactive = no such curve, though single readings can be large; an effect the other way counts as inactive or inconclusive. This is a subset; rates above refer to the full screens.
SMILES,GALK inh,Menin MLL FP TR,FBPA coupling cs,CXXC DNA block,TRPV1 ag,KCNH2 3.1 block,B2AR arrestin,USP2a block,Giardia kill,PKM2 act,hERG WT inh
CN(C)C(=O)CSc1nnc(NC(=O)CCc2ccccc2)s1,0%,.,-1,8%,2,5,0.0%,0%,-20,5%,-3
CCOC(=O)c1ccc(S(=O)(=O)N2CCN(CCC#N)CC2)cc1,-2%,0%,0,-2%,0,1,0.0%,1%,-18,-3%,-6
O=C(CNC(=O)c1ccccc1F)NNC(=O)c1ccccc1O,.,.,.,.,-4,8,0.0%,1%,54[activator],.,-6
O=C1C=C(c2ccc(-c3ccccc3)c(F)c2)C[C@@H](c2ccc3c(c2)OCO3)C1,.,.,.,.,3,-10,0.0%,-1%,6,.,3
CCCC(=O)NCC(c1cccs1)S(=O)(=O)c1ccc(Cl)cc1 (stereo unspecified),-8%,.,.,5%,3,18,0.3%,3%,8,.,-6
Cc1cccc(NC(=O)N(C)Cc2cccs2)c1,0%,3%,-1,-1%,17,1,-3.5%,0%,-25,3%,-13
CCCSc1sc(C(=O)OC)c(-c2cccs2)c1C#N,4%,.,9,1%,5,-2,-0.6%,-3%,-4,-7%,1
CCOC(=O)C1CCCN(C(=O)CCNS(=O)(=O)c2cc(Br)cnc2N)C1 (stereo unspecified),5%,.,.,8%,1,-7,0.0%,3%,13,.,-1
CCCC(C)NC(=O)COc1ccc(Sc2ccc(OCC(=O)NC(C)CCC)cc2)cc1 (stereo unspecified),-1%,-2%,0,-4%,20,-5,-0.8%,2%,-8,3%,0
O=C(CN1CCN(c2ccccn2)CC1)Nc1ccc([N+](=O)[O-])cc1C(=O)Nc1ccccc1F,5%,.,.,16%,-4,1,-0.7%,1%,14,-1%,-13
Cc1ccc(N2CN=C3SCC(=O)N3C2)cc1C,0%,-8%,-1,-4%,3,-25,-0.1%,1%,3,-7%,.
CCOC(=O)CC1COCCN1Cc1cn[nH]c1-c1ccc2c(c1)OCO2 (stereo unspecified),1%,-1%,0,1%,2,-5,0.0%,-1%,-2,-1%,-16
O=C(OCC(=O)c1ccc[nH]1)c1ccc(Cl)c(Cl)c1,.,.,.,.,.,4,-0.1%,-1%,-3,.,-6
C[C@@]12C(=O)Nc3ccc(Br)cc3C(=O)N1[C@H]1c3cc(Br)ccc3OC[C@@H]1[C@@H]2c1ccccc1,.,.,.,.,3,-36,2.8%,1%,?,.,2
COc1ccc(CNC(=O)/C(C#N)=C/c2cccc(OC)c2OC)cc1,2%,-19%,4,11%,-1,-15,-0.1%,-4%,-6,.,-11
COCCCNCCOCCSc1ccc(Cl)cc1,1%,-7%,8,20%,1,2,-0.3%,1%,2,-16%,35
CCOC(=O)c1sc(NC(=S)NC(=O)c2ccco2)nc1C,3%,16%,0,12%,-8,-4,-0.8%,-5%,-9,-11%,-8
O=C(CSc1nnc(-c2ccco2)n1Cc1ccccc1)c1ccccc1,3%,-7%,0,3%,?,-9,-0.6%,1%,1,10%,5
COC(=O)c1ccc(NC(=O)CSc2nnc(CNc3ccc(F)cc3)n2C)cc1,1%,4%,4,5%,-1,-3,0.2%,1%,0,-5%,-4
COc1nc(Oc2ccc(C(=O)O)cc2)nc(Oc2ccc(C(=O)O)cc2)n1,0%,6%,7,-9%,1,-4,0.0%,2%,-5,-5%,-1
CC(C)(C)NC(=O)C(c1cccnc1)N(C(=O)c1csnn1)c1ccccc1 (stereo unspecified),-1%,-17%,-4,-2%,1,-9,-0.7%,1%,1,-2%,?
COc1ccc(Br)cc1/C=C/c1ccc2cccc(O)c2n1,4%,?,-1,-5%,0,-10,-0.2%,1%,9,.,-4
CCNC(=O)NC(=O)CSc1ccc2ccccc2c1,16%,5%,-1,6%,4,-3,-0.9%,0%,13,23%,-7
O=C(Nc1nc(-c2ccncc2)cs1)c1ccc(F)cc1,13%,-3%,0,11%,27,1,-0.2%,6%,-10,-1%,3
CCN(CC)C(=O)C1CCN(S(=O)(=O)c2ccc3oc4ccccc4c3c2)CC1,-4%,-1%,2,-7%,-1,-17,-0.3%,4%,-4,1%,-2
O=C(NNC(=O)c1ccncc1)Nc1ccc([N+](=O)[O-])cc1,6%,6%,5,-7%,1,4,0.3%,0%,13,-14%,i
COCc1cc(=O)[nH]c(Nc2nc3ccccc3o2)n1,-16%,9%,-3,-6%,2,-1,0.4%,3%,-13,-7%,-8
COc1ccc(NC(=O)/C(C#N)=C/c2c(C)nn(-c3ccc(F)cc3)c2Cl)cc1Cl,2%,-2%,-3,10%,2,4,0.6%,-1%,-3,-20%,-10
CCC(=O)N1CCN(c2nc3ccccc3s2)CC1,-2%,0%,-1,5%,19,8,0.0%,0%,19,-6%,-8
O=C(CNS(=O)(=O)c1ccc2c(c1)OCCCO2)N1CCN(c2ccc(F)cc2)CC1,.,.,.,.,-3,-3,-0.6%,-4%,-10,.,-4
O=C(COC(=O)/C=C/c1ccccc1Cl)NC1CCCC1,.,.,.,.,?,-3,-0.7%,1%,14,.,9
COc1ccc(-n2c(Cc3cccn3C)nnc2SCC(=O)Nc2ccc(Cl)cc2)cc1,1%,-12%,1,7%,-2,-11,-0.5%,1%,-17,8%,-13
COc1ccc(Nc2oc(-c3ccco3)nc2S(=O)(=O)c2ccc(F)cc2)cc1,1%,-14%,0,7%,?,-11,0.2%,-1%,29,-5%,.
COc1ccc(S(=O)(=O)N(C)CC(=O)Nc2ccccc2OC)cc1C,1%,0%,-1,2%,7,-12,-0.1%,0%,20,-2%,-8
COc1ccccc1NC(=O)CSc1nnc(-c2ccoc2C)n1C,5%,3%,1,-3%,-2,-4,-0.1%,1%,-19,.,2
Cc1ccc2oc(C(=O)NCc3ccc4c(c3)OCO4)c(C)c2c1,3%,15%,0,-5%,4,-15,.,.,-10,2%,-1
O=c1c(-c2ccccc2)coc2c(CN3CCCCC3)c(O)ccc12,5%,-20%,4,-4%,0,15,-0.9%,-2%,4,0%,15
Cc1ccc2nc3c(c(Nc4cccc(O)c4)c2c1)CCC3,.,-23%,-2,14%,3,-3,0.4%,-2%,?,.,-31
CCOc1ccc(C(C)C)cc1S(=O)(=O)Nc1ccc(Cl)cn1,0%,8%,-2,-1%,2,10,0.3%,-6%,17,-19%,-7
O=C(c1snnc1-c1ccccc1)N1CCOCC1,10%,-1%,0,0%,-1,-4,0.1%,2%,-28,-1%,-5
COc1ccc(C(=O)OCc2ccccc2F)cc1S(=O)(=O)N1CCCC1,.,.,.,.,20,-21,0.3%,-2%,-1,.,-9
O=C(Nc1ccc(S(=O)(=O)N2CCCC2)cc1)c1ccc(OCC2CCCO2)cc1 (stereo unspecified),1%,17%,0,-1%,2,?,-0.2%,-1%,-12,-5%,-8
C=CCNC(=O)C1(S(=O)(=O)c2ccccc2)CC=CC1,.,1%,-1,1%,3,6,-0.7%,2%,6,-2%,-8
CCn1c(S(=O)(=O)O)nc2ccccc21,0%,.,-6,1%,-2,10,0.1%,0%,-10,-7%,9
C/C(=N\Nc1cc(N2CCOCC2)nc(C)n1)c1cccc([N+](=O)[O-])c1,6%,-1%,-4,-3%,1,12,0.0%,-1%,12,-3%,3
O=C(Nc1ccccc1[N+](=O)[O-])c1cncc(Br)c1,-1%,-14%,1,0%,5,-22,0.0%,2%,5,-2%,6
CN(C)c1ccc(N=Nc2cccc3ccoc23)cc1,-1%,?,-1,-5%,9,12,6.0%,-1%,-13,-3%,-4
COCc1c(C#N)c(NCCc2ccc(F)cc2)nc(C)c1[N+](=O)[O-],1%,0%,0,15%,4,15,0.3%,0%,9,8%,9
CC(=O)c1ccc(OCCNS(=O)(=O)c2ccc(-n3cnnn3)cc2)cc1,-2%,10%,-1,10%,-2,-23,0.4%,-1%,6,-4%,-16
CC1CCN(C(=O)CN(c2ccc(Cl)c(C(F)(F)F)c2)S(C)(=O)=O)CC1,-1%,-8%,-1,-3%,21,4,-0.6%,1%,-4,0%,-22
O=C(O)C1Nc2c(Cl)cc(Cl)cc2C2C=CCC12 (stereo unspecified),4%,50%[activator],3,-29%,-5,1,-0.6%,-2%,13,-5%[11.5 µM],6
Cc1cc(NC(=O)CSc2nc3ccccc3c(=O)n2Cc2ccc(F)cc2)no1,9%,0%,3,5%,1,-33,0.3%,-2%,-14,13%,4
CCN(CC)CCCn1c2c(c(SCC(=O)Nc3ccc4c(c3)OCO4)nc1=O)CCC2,.,.,.,.,2,7,-0.4%,0%,-3,.,13
COc1ccc(-c2nnc(CSc3nc4ccccc4c(=O)n3C)o2)cc1OC,-1%,-19%,12,6%,2,-2,-0.2%,1%,7,-5%,8
